# From PubChem
# aSyn rescue = inhibitors of alpha-synuclein toxicity in yeast | Yeast expressing alpha-synuclein, growth rescue, BacTiter-Glo, 24 h | AID 652106 | 0.14% of 370,000 active | Potency, µM (titrated, usually from 46.1 µM), inactives show at the highest dose growth rescue (activation), actives largely listed as activators; further: potency means the concentration at half of the fitted maximal effect; % of control where 0% means no effect; nearly all actives have a fitted effect of over 65% in size
#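 Galactose-induced alpha-syn yeast (OD600=0.02, raffinose-pregrown) + pinned cpd, 24 hr, 30 deg C; growth by BacTiter-Glo luminescence. Growth restoration scores as activation.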
# EPAC2 agonist = agonists of human EPAC2 (RAPGEF4); Potency, µM (highest dose often 154 µM), for the others: at the top dose activation, usual class: activators; AID 720711; 0.079% of 360,000 active; Q8WZA2; EPAC2 activation, biochemical qHTS; response scale: 100% = 6.5 mM cAMP response; further: potency means the concentration at half of the fitted maximal effect; nearly all actives have a fitted effect of over 50% in size
# Target sequence (Q8WZA2 whole entry, looked up): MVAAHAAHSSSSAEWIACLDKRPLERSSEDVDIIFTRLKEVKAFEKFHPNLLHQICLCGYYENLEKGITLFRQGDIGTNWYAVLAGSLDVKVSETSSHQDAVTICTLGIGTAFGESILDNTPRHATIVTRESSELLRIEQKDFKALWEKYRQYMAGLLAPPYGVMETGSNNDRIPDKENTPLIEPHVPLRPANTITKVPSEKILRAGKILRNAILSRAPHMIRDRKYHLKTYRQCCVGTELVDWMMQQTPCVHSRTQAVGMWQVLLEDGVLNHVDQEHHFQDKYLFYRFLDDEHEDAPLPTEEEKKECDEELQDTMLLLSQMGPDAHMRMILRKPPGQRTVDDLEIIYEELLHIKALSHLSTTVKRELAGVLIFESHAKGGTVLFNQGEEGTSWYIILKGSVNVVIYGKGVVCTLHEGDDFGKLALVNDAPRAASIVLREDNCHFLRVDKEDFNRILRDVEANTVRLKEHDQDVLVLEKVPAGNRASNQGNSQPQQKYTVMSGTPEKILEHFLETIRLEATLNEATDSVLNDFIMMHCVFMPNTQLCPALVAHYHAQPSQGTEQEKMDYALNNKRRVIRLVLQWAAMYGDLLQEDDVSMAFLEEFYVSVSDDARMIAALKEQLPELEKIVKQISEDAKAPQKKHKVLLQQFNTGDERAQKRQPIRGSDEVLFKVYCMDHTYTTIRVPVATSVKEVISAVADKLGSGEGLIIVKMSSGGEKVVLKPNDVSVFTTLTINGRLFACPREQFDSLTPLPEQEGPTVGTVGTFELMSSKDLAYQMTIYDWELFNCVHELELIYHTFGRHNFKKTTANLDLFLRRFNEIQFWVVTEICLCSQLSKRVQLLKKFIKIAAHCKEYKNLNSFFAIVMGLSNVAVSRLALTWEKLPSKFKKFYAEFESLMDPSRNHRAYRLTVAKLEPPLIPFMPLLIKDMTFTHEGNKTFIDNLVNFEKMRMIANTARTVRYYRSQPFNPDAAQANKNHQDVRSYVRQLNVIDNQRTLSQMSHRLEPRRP
#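 EPAC2 (100 nM) mixed with Rap1B loaded with BODIPY-GDP (250 nM) plus 50 uM unlabeled GDP; compounds pinned in, 5 min RT, then read every 5 min for 30 min (ex 480, em 540 nm). Normalized to cAMP control.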
# TDP43 rescue = rescues yeast growth from TDP-43 toxicity. TDP-43 expressing yeast growth rescue, BacTiter-Glo, 24 h. Potency, µM (series often up to 46.1 µM), inactives show at the top dose growth rescue (activation), most hits filed as activators. 1.8% of 410,000 active. AID 652104; further: potency means the concentration at half of the fitted maximal effect; % of control where 0% means no effect; nearly all actives have a fitted effect of over 50% in size
#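 Yeast cells expressing TDP-43 under galactose induction are exposed to compounds for 24 hr at 30 deg C. BacTiter-Glo luminescence measures growth, so protective compounds score as activators.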
# FUS yeast rescue = FUS proteinopathy suppression in yeast. S. cerevisiae FUS-expressing, growth rescue, OD600, 24 h. Potency, µM (series often up to 76.6 µM), for inactives: top-dose growth rescue (activation), actives largely listed as activators. 0.24% of 390,000 active. AID 1347120;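 further: potency means the concentration at half of the fitted maximal effect; plate controls were DMSO vehicle for no effect and reference control for full effect; nearly all actives have a fitted effect of over 55% in size; some results filed as inactive show a strong effect at the top dose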
#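 Galactose (2%) drives FUS expression in yeast precultured in raffinose; seeding density OD 0.005. Test compounds incubated 24hr at 30C and 99% humidity before absorbance at 600 nm was measured.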
# D3 antag = blocks the human D3 dopamine receptor; P35462; D3R cells, DiscoveRx beta-arrestin luminescence, antagonist mode; active compounds read low; max response, negative = inhibition, %; 2.5% of 360,000 active; in the data active means max response below about -50%; inconclusive means no clear call, values can overlap the other calls; further: on the % scale 0 is the no-effect control and ±100 the full control effect; mostly tested at two doses, the higher about 12 µM
#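 Cells expressing the human receptor were seeded at 1500 cells/well, incubated overnight at 37 degrees C in 5% CO2, then exposed to library compounds with dopamine controls for 90 minutes at 37 degrees C before luminescent detection.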
# EPAC2 antagonist = EPAC2 (human) antagonism; Q8WZA2; AID 720708; Potency, µM (series often up to 114 µM), without a hit: at the highest dose activity, negative = inhibition, most hits filed as inhibitors; EPAC2 GEF exchange of Rap1B-BODIPY-GDP, fluorescence; 0.18% of 360,000 active; further: potency means the concentration at half of the fitted maximal effect; on the % scale 0 is the no-effect control and ±100 the full control effect; nearly all actives have a fitted effect of over 45% in size; many of its hits are not listed in these tables
# Abeta yeast res = compounds reversing amyloid beta toxicity in yeast; yeast expressing A-beta42, growth rescue, OD600, 48 h; response scale: 0% DMSO, 100% iron-clioquinol control; Potency, µM (series often up to 46.1 µM), for inactives: top-dose growth rescue, most hits filed as activators; 0.063% of 410,000 active; AID 1347071; further: potency means the concentration at half of the fitted maximal effect; nearly all actives have a fitted effect of over 55% in size
#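 Growth rescue measured by 600 nm absorbance after 48 h yeast culture at 30 C with compound. Values normalized between DMSO and an equimolar ferric chloride plus clioquinol control.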
# DRD3 agonist = agonists of human D3 dopamine receptor; P35462; D3R DiscoveRx beta-arrestin cells, luminescence, 90 min; max activation, %; 0.58% of 410,000 active; AID 652048; in the data active means max activation above about 30%; further: 0% is about no effect; mostly tested at two doses, the higher about 12 µM
#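 Agonist-mode cell screen: cells plated at 1500/well and incubated overnight at 37 °C, then exposed to library compounds for 90 min at 37 °C. Detection reagent was added for 30–60 min at room temperature, and luminescence was read.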
# Numbers without * were called inactive; ? = inconclusive; . = no result given; [ ] = another dose, or the depositor's remark. Unless noted, the call rests on the fitted dose curve; in most records, active means well fitted curve in the direction sought with a large enough effect; inconclusive means small, poorly fitted or top-dose-only effect, or another doubt; inactive means no such curve, though single readings can be large; an effect the other way counts as inactive or inconclusive. The list is partial. The share of hits here may be higher or lower than overall.
# Fields – EPAC2 agonist	TDP43 rescue	FUS yeast rescue	Abeta yeast res	D3 antag	aSyn rescue	EPAC2 antagonist	DRD3 agonist
COc1ccc(NC(=O)Nc2cc(C)ccc2OC)cc1
→ 0.9%	20.6%	8.3%	-0.6%	-5.8	8.6%	10.6%	-1.6
O=C(Nc1ccc(F)cc1F)c1ccc(S(=O)(=O)N2CCCCC2)cc1
→ 0.5%	-9.9%	.	6.6%	0.0	-2.6%	15.8%	-19.6
O=C(c1ccc(CNS(=O)(=O)c2ccc(Br)cc2)cc1)N1CCCCC1
→ 4.9%	-17.6%	12.5%	-25.4%	0.2	-5.3%	8.9%	-7.4
Cc1ccc(-n2c(SCC(=O)Nc3cccc(C)c3)nc3c(oc4ccccc43)c2=O)cc1
→ .	10.1%	1.9%	-17.0%	.	.	.	4.8
COc1cccc(OC)c1C(=O)OCC(=O)N(c1ccccc1)C1CCCCC1
→ 18.1%	19.7%	1.0%	-4.3%	-7.2	-7.7%	-13.3%	-1.8
COc1cc(OC)c(C(=O)OCC(=O)Nc2ccc(N3CCOCC3)cc2)cc1OC
→ -5.2%	8.1%	.	-4.8%	15.9	-6.2%	5.5%	3.9
COc1ccc(CNC(=O)[C@H](C)NC(=O)C2CCN(C(=O)[C@H](CCSC)NC(=O)OC(C)(C)C)CC2)cc1
→ 3.2%	18.0%	13.6%	-6.6%	7.2	1.2%	-7.6%	-8.8
Cc1cc2ccccc2n1CCNC(=O)Cc1cccc2ccccc12
→ 8.0%	0.3%	39.3%	12.9%	?	-0.1%	6.9%	-1.3
CCOC(=O)N1CCC(NC(=O)c2cc3c(-c4ccc(OC)c(OC)c4)nn(C)c3s2)CC1
→ -6.8%	-1.0%	8.1%	-5.9%	21.3	-4.4%	-0.7%	1.6
Cc1noc(-c2ccc(C(F)(F)F)cc2)c1NC(=O)Nc1ccc(Cl)cc1
→ 2.8%	15.4%	4.6%	-1.7%	100.2	4.2%	-11.2%	-0.5
CCCc1cc(=O)[nH]c(N/N=C/C=C\c2ccccc2)n1
→ 0.5%	2.8%	39.7%	-15.0%	-24.6	-2.9%	4.0%	-2.2
CN(C)c1cccc(Oc2nc3c(c(=O)n(C)c(=O)n3C)n2C)c1
→ 4.3%	2.2%	-7.3%	4.9%	-13.7	26.6%	-3.6%	-7.3
COC(=O)CCCCC1SCC(NC(=O)c2ccccc2)C1=O (stereo unspecified)
→ 7.5%	12.0%	-4.1%	12.5%	-4.2	3.5%	-1.5%	-4.7
Cc1onc(-c2ccccc2)c1C(=O)N/N=C/C(Br)=C/c1ccccc1
→ 5.9%	17.8µM*	.	-2.1%	53.8	?	-11.3%	-4.3
O=C1OC[C@H]2CCCN2C(=O)[C@@H](CC(=O)N(CCO)Cc2ccccc2)C/C=C\C[C@@H]1Cc1ccc(F)cc1
→ -6.2%	27.4%	37.4%	9.1%	30.5	4.5%	4.9%	1.9
O=C(COC(=O)CNC(=O)c1ccco1)Nc1ccccc1OC(F)F
→ 9.6%	6.4%	-2.7%	24.3%	-12.1	-12.4%	-0.7%	2.0
CCN1CCN(CC(=O)Nc2cc(F)ccc2C)CC1
→ 5.0%	9.7%	-16.9%	4.5%	-10.4	-10.8%	-2.2%	-2.9
COc1ccc(NC(=O)CSc2nnc(-c3ccccn3)n2N)cc1
→ -1.2%	11.3%	1.5%	1.2%	-6.2	4.0%	-2.0%	0.4
COc1ccccc1C(=O)Nc1ccc(Nc2ccccc2)cc1
→ -1.3%	1.5%	-9.7%	-15.1%	7.2	3.3%	20.2%	6.3
COc1ccc(C(=O)ON=C2C=C(C)C(=O)C(C)=C2)cc1
→ -3.5%	20.3%	-13.9%	-16.2%	-14.4	-0.4%	2.1%	-2.6
O=C(NCCc1ccccc1F)C1CC(=O)N(c2cccc(C(F)(F)F)c2)C1 (stereo unspecified)
→ -6.8%	18.2%	.	5.5%	5.6	4.2%	-3.8%	5.4
Cc1nn(C(=O)c2ccco2)c(C)c1CN1C(=O)c2ccccc2C1=O
→ 4.0%	-16.4%	29.6%	18.3%	2.0	9.2%	-5.8%	4.0
CC1=CC(C)(C)N2C(=O)C3(C(C#N)=C(N)Oc4cc(O)ccc43)c3c(C)c(C)cc1c32 (stereo unspecified)
→ 14.6%	-18.7%	?	11.9%	?	14.0%	-0.3%	-20.9
C=CS(=O)(=O)c1ccc(Oc2ccc(S(=O)(=O)C=C)cc2)cc1
→ 6.4%	?	20.9%	-12.7%	-91.4*	0.4%	-1.3%	-31.9
COc1ccc2c(c1)c1c(c(=O)n(-c3ccccc3)c(=O)n1CC(=O)Nc1ccc(C)c(C)c1)n2C
→ .	8.1%	12.3%	0.6%	.	.	.	5.2
O=C(Nc1ccc(C(F)(F)F)cc1)C1CC(=O)N(c2ccc3c(c2)OCCO3)C1 (stereo unspecified)
→ -3.4%	8.5%	17.7%	9.7%	-27.2	4.1%	-2.3%	-0.2
Cc1ccc(NC(=O)[C@@H](c2ccccc2)N2Cc3ccccc3C2=O)cc1F
→ .	8.2%	-25.7%	-6.4%	.	.	.	1.0
N=C1C(c2ccc(Br)cc2)=C(O)C2CCc3ccccc3N12 (stereo unspecified)
→ 7.9%	?	7.9%	-25.0%	-11.0	2.9%	0.2%	1.8
CC(O)c1cccc(NC(=O)CCC(=O)O)c1 (stereo unspecified)
→ 5.2%	-10.8%	-2.4%	-1.6%	11.9	-5.2%	7.0%	4.5
Cc1ccc(C(=O)NCCCNc2ccccc2[N+](=O)[O-])cc1
→ 4.7%	-6.6%[0.397 µM]	17.6%	-0.5%	-28.1	12.4%	-3.0%	-29.1
Cc1cc(OC(C)C(=O)N2C[C@H]3C[C@@H](C2)c2cccc(=O)n2C3)c2c(C)c(C)c(=O)oc2c1 (stereo partly specified)
→ -0.2%	21.4%	6.2%	1.0%	-14.9	-9.1%	6.7%	-16.1
Cn1c(N)c(C(=O)CSc2nc3ccccc3c(=O)n2CCCN2CCOCC2)c(=O)n(C)c1=O
→ 2.7%	-2.0%	-30.1%	-2.8%	17.4	-1.2%	16.1%	-0.1
COc1cccc(N2CCN(Cc3nc4scc(-c5ccccc5)c4c(=O)[nH]3)CC2)c1
→ 2.4%	12.5%	?	6.6%	-5.0	19.5%	-2.1%	0.7
CC1CN(c2nc(Nc3ccccc3F)nc(N)c2[N+](=O)[O-])CC(C)O1 (stereo unspecified)
→ 7.0%	17.9%	-3.6%	-21.6%	2.3	12.7%	2.7%	-11.6
Cc1ccc(Nc2nc3ccccc3s2)cc1
→ 3.6%	26.0%	-13.6%	?	9.6	-5.9%	2.9%	-1.3
CCOC(=O)c1cnn(-c2c(Cc3ccccc3)c(C)nc3c(-c4ccccc4)c(C)nn23)c1N
→ 12.6%	-20.7%	27.7%	3.5%	2.5	?	12.7%	-4.2
Cc1cccc(NC(=O)CSc2nc3nc(C)cc(C)n3n2)c1
→ 6.1%	8.6%	9.7%	-21.7%	7.3	-0.3%	10.6%	-10.6
O=C(Nc1ccccc1N1CCOCC1)c1cc2c(s1)CCCCC2
→ 14.1%	7.94µM*	34.4%	-45.5%[inhibitor]	6.9	-17.6%	-2.2%	-1.5
CCOC(=O)c1noc2ncnc(NCc3ccccc3OC)c12
→ .	28.2µM*	5.5%	-11.3%	.	.	.	-5.0
CN=c1scc(C)n1/N=C/c1ccc(O)cc1O
→ 12.0%	-16.9%	0.2%	-13.0%	7.9	-3.0%	-0.8%	-4.7
Cc1ccc(OC(C)C(=O)N2CCN(CCc3ccccn3)CC2)cc1C (stereo unspecified)
→ .	19.6%	8.0%	-8.9%	.	.	.	-2.0
O=C(O)c1ccc2nc(-c3ccccc3)c(-c3ccccc3)nc2c1
→ -6.7%	27.2%	.	-15.5%	10.1	-7.8%	3.8%	-5.3
COc1ccc(Cl)cc1Nc1ncnc2c1nc1n2CCCC1
→ .	22.8%	-4.9%	-3.4%	.	.	.	2.6
CCC1CN(C(=O)N2CCC(C(=O)NCc3ccc(F)cc3)CC2)c2ccccc2O1 (stereo unspecified)
→ -3.9%	0.9%	35.7%	?	-6.6	-4.6%	-9.6%	2.4
O=C(Nc1ccccc1F)Nc1cc(S(=O)(=O)N2CCOCC2)ccc1N1CCCC1
→ 5.8%	-10.9%	11.2%	-3.6%	-3.2	2.7%	-0.5%	3.3
Cc1occc1C(=O)N1CCN(c2ccc([N+](=O)[O-])cc2)CC1
→ 7.2%	0.0%	22.5%	-2.9%	4.7	-1.4%	-5.3%	4.8
CC1(c2ccccc2)CC(C)(C)N2C(=O)Cc3cccc1c32 (stereo unspecified)
→ -5.7%	?	6.8%	18.2%	-1.9	1.8%	?	-9.7
COc1cc(OC)cc(-c2cc3nc(C)c(CCC(=O)Nc4ccccc4OC)c(C)n3n2)c1
→ .	26.2%	-3.5%	4.2%	.	.	.	6.9
CCOC(=O)CCNC(=O)N1CCCC(N(C)CCc2ccccc2)C1 (stereo unspecified)
→ 8.7%	7.6%	-30.4%	-0.4%	-7.8	-4.2%	0.0%	-10.8
O=c1[nH]c2ccc(Cl)cc2c(-c2ccccc2)c1N1CCN(CCO)CC1
→ -0.7%	-24.3%	25.7%	2.9%	-4.3	-10.6%	5.9%	-0.9
Cc1nn(C)c(C)c1NC(=O)COc1ccccc1C#N
→ 8.5%	15.0%	-1.9%	0.8%	2.0	0.8%	11.0%	-2.7
COc1ccccc1CNC(=O)C1CCC(CNS(=O)(=O)c2ccc(C)cc2)CC1 (stereo unspecified)
→ 3.6%	1.9%	10.3%	-14.3%	-2.8	5.0%	-14.8%	2.0
O=C(NCC1CCOCC1)C1CCC(=O)N(Cc2cccc(C(F)(F)F)c2)C1 (stereo unspecified)
→ -8.0%	-5.4%	-9.4%	1.3%	-3.4	-0.1%	-3.6%	1.5

# Grouped by structure: the entries above containing an NH in an aromatic ring.
# Fields – EPAC2 agonist	TDP43 rescue	FUS yeast rescue	Abeta yeast res	D3 antag	aSyn rescue	EPAC2 antagonist	DRD3 agonist
CCCc1cc(=O)[nH]c(N/N=C/C=C\c2ccccc2)n1
→ 0.5%	2.8%	39.7%	-15.0%	-24.6	-2.9%	4.0%	-2.2
COc1cccc(N2CCN(Cc3nc4scc(-c5ccccc5)c4c(=O)[nH]3)CC2)c1
→ 2.4%	12.5%	?	6.6%	-5.0	19.5%	-2.1%	0.7
O=c1[nH]c2ccc(Cl)cc2c(-c2ccccc2)c1N1CCN(CCO)CC1
→ -0.7%	-24.3%	25.7%	2.9%	-4.3	-10.6%	5.9%	-0.9
